Compound activity as filed in PubChem.
SARS 3CLpro inh: SARS-CoV 3CLpro protease inhibitors, primary screen, biochemical, quenched FRET; Replicase polyprotein 1ab (Severe acute respiratory syndrome coronavirus), P0C6X7; recombinant SARS-CoV 3CLpro, quenched FRET peptide cleavage; inhibition, % at 6 µM; actives 0.14% (n = 290,000); AID 1706, 2009; in the data active means inhibition above about 12%
GDH-TPI inh: GDH-TPI coupling enzyme inhibitors, primary screen, artefact control for M. tuberculosis FBA inhibitor project, biochemical, absorbance, full deck | inhibition, % at 4.8 µM | actives 1.2% (n = 360,000) | GDH-TPI coupled enzyme counterscreen, NADH absorbance | AID 588335, 2011; in the data active means inhibition above about 30%;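 further: 0% = DMSO wells and 100% = wells lacking the enzyme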
PriA SSB inh: inhibitors of Klebsiella pneumoniae PriA binding to SSB C-terminal tail, primary screen, biochemical, AlphaScreen; PriA–SSB C-terminal tail interaction (Klebsiella pneumoniae); AlphaScreen SSBct-PriA binding, biotinylated peptide; inhibition, % at 33 µM; actives 0.6% (n = 430,000); AID 1272365, 2023; in the data active means inhibition mostly above about 37%, no sharp cut-off; inactive means mostly below about 20%;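 further: plate controls were negative control peptide for no effect and reference peptide for full effect; strong numbers were not always called active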
FBA Mtb inh: Mtb FBA enzyme inhibitors, primary screen, biochemical, fluorescence, strain H37Rv; purified M. tuberculosis FBA, fluorescence read-out; Fructose-bisphosphate aldolase (Mycobacterium tuberculosis (strain ATCC 25618 / H37Rv)), …; actives 2.3% (n = 360,000); inhibition, % at 1 µM; in the data active means inhibition above about 27%;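 further: 0% = vehicle and 100% = reference inhibitor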
Mtb UGM inh: M. tuberculosis UGM enzyme inhibitors, primary screen, biochemical, fluorescence polarization, single point. purified UGM, fluorescence polarization probe displacement. actives 0.06% (n = 320,000). inhibition, % at 10 µM. UDP-galactopyranose mutase (Mycobacterium tuberculosis (strain ATCC 25618 / H37Rv)), …; in the data active means inhibition above about 10%, passing the limit was not always enough
Target sequence (P9WIQ1 whole entry, looked up): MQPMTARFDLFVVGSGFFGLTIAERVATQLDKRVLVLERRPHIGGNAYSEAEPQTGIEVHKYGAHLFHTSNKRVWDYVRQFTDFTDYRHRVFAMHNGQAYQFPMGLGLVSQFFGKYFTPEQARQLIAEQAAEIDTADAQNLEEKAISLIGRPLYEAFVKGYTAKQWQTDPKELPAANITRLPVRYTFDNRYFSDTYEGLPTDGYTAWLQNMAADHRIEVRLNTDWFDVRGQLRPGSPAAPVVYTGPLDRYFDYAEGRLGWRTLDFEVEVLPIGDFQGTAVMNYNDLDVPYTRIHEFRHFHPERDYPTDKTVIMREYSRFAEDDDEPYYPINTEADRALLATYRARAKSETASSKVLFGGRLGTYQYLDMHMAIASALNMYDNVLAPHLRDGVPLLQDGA
Rv3671c inh: Rv3671c serine protease inhibitors, primary screen, biochemical, fluorescence polarization, M. tuberculosis H37Rv; inhibition, % at 5.96 µM; actives 0.048% (n = 320,000); in the data active means inhibition above about 38%;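 further: extracellular domain of Rv3671c used as enzyme; 0% = enzyme with DMSO and 100% = no enzyme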
Vc quorum ag: inducers of Vibrio cholerae quorum light production without autoinducers, primary screen, BH1578 luxS cqsA deficient, single point. V. cholerae BH1578 lux reporter, luminescence, 6 h. activation, % at 18.7 µM. actives 0.16% (n = 350,000); in the data active means activation mostly above about 9.7%, no sharp cut-off; further: not every result past the cut was called active; inactives centre near 0; reference of the scale not given here
Mtb BioA inh: M. tuberculosis BioA enzyme inhibitors, primary screen, biochemical, plate reader, single point, HTS | inhibition, % at 9.99 µM | purified M. tuberculosis BioA enzyme | actives 0.096% (n = 360,000); in the data active means inhibition above about 40%
MazF activator: activators of E. coli MazEF toxin-antitoxin RNase, primary screen, biochemical, fluorescence, uHTS. activation, % at 20 µM. FAM/BHQ RNA-DNA oligo cleavage fluorescence, 5 h. actives 0.32% (n = 350,000); in the data active means activation above about 50%
Target sequence (P0AE70 whole entry, looked up): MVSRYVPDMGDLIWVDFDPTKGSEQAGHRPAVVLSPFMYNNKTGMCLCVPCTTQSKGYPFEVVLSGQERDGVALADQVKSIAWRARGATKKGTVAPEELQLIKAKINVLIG
DUSP3 inh: VHR1 phosphatase inhibitors, primary screen, biochemical, absorbance, uHTS; Dual specificity protein phosphatase 3 (Homo sapiens), P51452; recombinant VHR phosphatase, pNPP absorbance; inhibition, % at 13.3 µM; actives 0.52% (n = 290,000); AID 1654, 2009; in the data active means inhibition above about 50%; further: some compounds called inactive have numbers as strong as hits
Target sequence (P51452 whole entry, looked up): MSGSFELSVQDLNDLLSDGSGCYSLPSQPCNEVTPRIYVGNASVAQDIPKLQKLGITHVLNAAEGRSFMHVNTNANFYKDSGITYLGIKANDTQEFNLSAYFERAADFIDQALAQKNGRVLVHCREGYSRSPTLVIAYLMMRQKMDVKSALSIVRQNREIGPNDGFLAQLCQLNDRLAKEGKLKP
* hit, by the source's call; i = inactive; · = no result given; & = joins results of further samples. This is a subset; count on the stated rates, not on these rows.

SMILES	SARS 3CLpro inh	GDH-TPI inh	PriA SSB inh	FBA Mtb inh	Mtb UGM inh	Rv3671c inh	Vc quorum ag	Mtb BioA inh	MazF activator	DUSP3 inh
O=c1c2ccccc2nc2n1CCCN2	3	4	-1	70*	2.2	-7	i	0.0	12	16
Cc1cccc(COc2coc(CN3CCN(C(=O)c4ccco4)CC3)cc2=O)c1	·	6	-7	-2	-0.4	4	i	0.9	-6	·
CCN1CCN(C(=O)CN(c2ccc(C)cc2)S(C)(=O)=O)CC1	4	8	-3	0	0.7	-3	-0.8	-0.9	4	0
O=C(Cn1nnc2ccccc2c1=O)Nc1ccc(S(=O)(=O)N2CCOCC2)cc1	-1	6	2	-4	-2.8	-11	-0.6	·	-20	28
C=CCOc1c(Br)cc(CNn2nnnc2N)cc1OC	7	-8	-5	-1	0.9	-3	-5.0	0.6	0	3
O=C(c1cc(S(=O)(=O)N2CCOCC2)c(Cl)cc1Cl)N1CCN(S(=O)(=O)c2cccc(F)c2)CC1	·	9	-10	1	-1.0	-2	-3.3	1.7	-4	·
COc1cc2c(cc1OC)CN(C(=O)c1cc(=O)c3ccccc3o1)CC2	-3	-6	-4	-2	-2.1	-4	-0.2	2.9	8	-21
Cc1ccc(C)c(NC(=O)CN2C(=O)CNC2=O)c1	4	4	-1	0	0.1	-5	-0.5	-1.5	2	36
O=C(COC(=O)c1ccc(-n2cnnn2)cc1)Nc1cc(Cl)ccc1F	·	0	-19	-1	3.0	-30	-0.6	-1.7	-5	·
CCc1ccc(NC(=O)C(C)OC(=O)c2ccc(N3CCCC3)c([N+](=O)[O-])c2)cc1 (centres undefined)	2	10	-5	-4	1.2	6	-0.2	·	7	19
COc1ccc(C2c3ccc(O)cc3Oc3ncn4nc(-c5ccncc5)nc4c32)cc1OC (centres undefined)	5	2	-5	0	1.9	-8	4.3	·	-9	9
CC(C)[C@H](NC(=O)OCc1ccccc1)C(=O)OCc1ccccc1	2	-3	-24	-4	-1.9	-7	i	-2.3	-9	11
O=C(O)c1cccc(S(=O)(=O)N2CCSCC2)c1	-4	9	-9	1	-2.2	3	i	-1.8	-11	17
Cc1ccc(S(=O)(=O)CCC(=O)NCCN2C(=O)S/C(=C\c3ccccc3)C2=O)cc1	0	24	-7	-6	3.2	0	1.6	0.1	-12	5
CN(C)c1nc(OCCNC(=O)COc2ccc(Cl)cc2Cl)nc(N2CCCCC2)n1	-4	1	-10	0	0.0	-1	-0.3	·	-8	18
CC(C)N1CCCC(C)(C(=O)Nc2ccccc2)C1 (centres undefined)	·	7	·	-1	·	·	1.1	0.3	·	·
CC(C)(C)N(NC(=O)c1ccccc1)C(=O)c1ccccc1	0	-3	-25	4	-1.6	5	1.8	-1.2	3	27
CCn1c(SCc2nc3cc(OC)c(OC)cc3c(=O)[nH]2)nc2ccccc21	0	1	17	2	2.0	-7	3.3	-0.7	1	22
NC(=O)C1CCN(C(=O)CN(c2ccc3c(c2)OCCO3)S(=O)(=O)c2ccccc2)CC1	·	11	0	-1	·	2	-1.4	·	-14	·
Cc1nc2ccc(S(=O)(=O)NCC(=O)N3CCN(c4ccccc4)CC3)cc2s1	0	-6	-31	-1	1.3	1	-5.3	-0.5	-3	15
CCN(CC)C(=O)CSc1nc(-c2ccco2)cc(C(F)(F)F)c1C#N	2	3	4	9	-3.4	-1	-5.4	-1.4	1	4
COc1cc(/C=N/NC(=O)c2cccc(S(=O)(=O)N3CCOCC3)c2)cc(OC)c1O	7	1	·	-2	-0.5	7	-0.4	0.3	8	3
Cc1cc(C(=O)OC(C)C(=O)NC2CCCCC2)c(C)o1 (centres undefined)	·	9	-5	2	-2.0	6	0.0	-4.3	6	·
Cc1c(Cl)cccc1NC(=O)c1ncn[nH]1	2	3	-1	1	1.1	5	i	-1.1	0	9
C/C=C/C=C/C(=O)[C@@H]1[C@@H]([C@]2(C)OC(=O)C(C)=C2O)[C@H]2/C(=C(O)/C=C/C=C/C)C(=O)[C@]1(C)C(=O)C2(C)O (some centres undefined)	·	6	·	-1	0.7	5	-0.4	-1.5	4	22
CC(C)n1nnnc1SCC(=O)N1CCOCC1	2	-3	-21	-3	-0.3	6	i	0.1	-4	28
Cn1cnnc1SCC(=O)Nc1cccc(S(=O)(=O)N2CCCCCC2)c1	-1	2	-6	2	·	-4	-0.2	0.1	1	4
O=C(NCCCc1ccccc1)c1cccc(NC(=O)C2CCCC2)c1	·	-2	-16	-2	·	·	-1.4	-1.8	8	·
COC(=O)c1sccc1NC(=O)/C=C/c1ccc(Cl)cc1Cl	-2	13	-20	-2	-0.5	-5	i	·	-6	3
COc1ccc2c(c1)C1(Nc3ccccc3C(=O)N1c1ccccc1)C(=O)N2 (centres undefined)	-2	6	-12	1	-1.0	-2	-1.7	·	-10	10
Fc1ccc(-c2nc3ccncc3[nH]2)cc1	-1	14	-2	2	0.6	3	0.3	8.5	-5	31
O=C(CSc1nnc(CNC(=O)c2ccccc2)o1)NCc1ccco1	-2	1	-5&-18	-3	-1.9	-3	1.5	-1.1	0	12
CCC(=O)Nc1ccc(-n2nnnc2SCC(=O)NNC(=O)c2ccco2)cc1	2	·	-1	·	0.8	-2	·	·	1	5
O=C(CN1CCOCC1)Nc1nc(-c2ccc3c(c2)CCN3S(=O)(=O)c2ccccc2)cs1	-5	-1	-3	-4	0.6	-10	i	-0.9	9	31
Cc1cccc2cc(CNC3CCCC3)c(Cl)nc12	4	4	-9	-1	-0.6	-10	-1.8	1.0	6	1
CS(=O)(=O)Cc1ccc(C(=O)N(CCc2ccccc2)Cc2ccccc2)cc1	0	2	1	1	1.5	6	-0.3	2.8	-8	-2
O=C(O)CCCC(=O)Nc1ccn(-c2ccccc2)n1	-6	10	-16	3	1.4	-2	-0.8	0.1	-6	21
Cc1ccc(S(=O)(=O)N2C[C@H]3C(=O)C[C@@H](c4cccc(Cl)c4)N(S(=O)(=O)c4ccc(C)cc4)[C@H]3C[C@H]2c2ccccc2)cc1	·	8	·	0	·	·	-0.4	0.0	-6	·
CCOC(=O)N1CCN(C(=O)c2cc3c(=O)n4cccc(C)c4nc3s2)CC1	-4	9	-18	16	-1.5	-9	-6.9	-0.1	7	21
CC(C)(C)C1CCc2c(C(=O)NNC(=O)/C=C/C(=O)O)csc2C1 (centres undefined)	7	6	-16	-2	-0.9	-16	i	·	-1	-7
COc1ccc(N2CCN(Cc3nc(Cc4cccc(F)c4)no3)C(C)C2)cc1 (centres undefined)	-4	2	26	2	0.3	3	1.2	0.3	1	31
CCCCCCn1c(-c2ccco2)nc2oc3cc(OC)ccc3c(=O)c2c1=O	2	1	-2	2	0.5	0	-0.3	-0.4	27	-17
COc1ccccc1-n1c(SC)nc(O)cc1=O	2	-4	-7	-1	1.3	6	-0.2	0.2	7	-6
Cn1cnc2c1c(=O)[nH]c(=O)n2Cc1ccccc1	0	4	-20	2	-0.9	-5	i	-0.4	-5	12
Cc1ccc(S(=O)(=O)N(CC(O)CN2C(=O)NC(C)(C)C2=O)c2cccc(C)c2)cc1 (centres undefined)	0	6	-4	1	0.1	4	-0.3	-1.4	10	5
CC1CCN(C(=O)C2CCC(CNc3c(N4CCCCC4)c(=O)c3=O)CC2)CC1 (centres undefined)	5	7	-1	-5	-0.1	9	3.2	·	0	19
O=C(Cn1c(=O)n(-c2cccc(Cl)c2)c(=O)n1CC(=O)N1CCCCC1)N1CCCCC1	0	-1	-3	3	-1.5	6	i	3.7	-3	-1
CC(C)(C)c1ccc(-n2ncc3c2CCCC3NC(=O)C2=NNC(=O)CC2)cc1 (centres undefined)	7	5	2	0	-1.7	-5	-3.1	-1.4	4	2
COC(=O)C/C(C)=N/Nc1ccc(S(=O)(=O)N2CCCC2)cc1[N+](=O)[O-]	5	-3	·	-5	-2.3	5	0.6	2.2	1	18
CC1CCC/C(=N\NC(=S)NCc2ccccc2)C1 (centres undefined)	4	7	·	0	0.3	-10	i	-0.4	1	5
COc1ccc(NC(=O)COC(=O)/C=C/c2cnc3ccccc3n2)cc1	-1	20	-6	0	-0.6	1	-0.4	·	2	21
N/C(CC(=O)Nc1ccc(F)c(Cl)c1)=N\OC(=O)c1cccs1	6	-6	·	1	3.3	-7	-0.5	·	3	26
CCOC(=O)c1c(C)nc2c(C)cccn12	3	-10	-15	0	0.0	-4	-6.6	-0.9	-5	22
CCS(=O)(=O)c1ccc(O)c(NC(=O)Nc2ccccc2OC)c1	0	-14	-6	-8	0.7	-8	i	-0.2	2	4
COC(=O)[C@]1(C)N[C@H](CN(C)C(=O)Nc2ccc(C(F)(F)F)cc2)[C@@H]2C(=O)N(C)C(=O)[C@@H]21	·	7	-4	-1	-1.5	3	-0.5	-0.3	1	·
Cc1cc(-c2ccccc2)nc(N2CCC(C(=O)NC(C)C)CC2)n1	3	9	-14	4	1.2	-2	-0.8	-0.2	-1	17
Cc1ccc(NC(=O)c2cc(-c3ccccc3)n(CCCN3CCOCC3)c2C)cc1	2	-12	6	-6	-0.3	2	0.6	1.0	1	-1
CCS(=O)(=O)Nc1cccc(C(=O)O)c1	-3	·	0	·	1.8	4	·	·	2	6
CCCOc1ccc(C(=O)NC(C)C(=O)O)cc1 (centres undefined)	4	4	-7	-2	4.7	-2	i	·	11	-12
OC(CNCc1ccc(Cl)cc1)C(F)(F)F (centres undefined)	1	5	-14	8	-1.1	-3	-0.3	·	-10	32

Next entries follow.
SMILES	SARS 3CLpro inh	GDH-TPI inh	PriA SSB inh	FBA Mtb inh	Mtb UGM inh	Rv3671c inh	Vc quorum ag	Mtb BioA inh	MazF activator	DUSP3 inh
CCNC(=O)c1c(NC(C)=O)sc2c1CCCC2	-3	-6	7	6	1.5	9	0.7	·	-3	7
COCCN1C(=O)NC(=O)/C(=C\c2ccc(F)cc2)C1=O	-6	-2	-1	-4	-4.4	-9	-0.3	-2.1	-1	18
COc1ccc(O)c(C(=O)c2cc(C#N)c(=O)n(-c3ccc(Cl)cc3)c2)c1	3	27	13	1	2.2	9	i	·	-43	17
O=C(Nc1ccc2c(c1)OCO2)c1cnccn1	5	5	-8	2	3.0	-7	-0.4	·	6	0
COc1ccccc1NC(=S)Nc1cccc2cnccc12	-3	7	7	0	1.4	1	-0.1	·	6	39

Part of the list above in order of formula weight, lowest first:
SMILES	SARS 3CLpro inh	GDH-TPI inh	PriA SSB inh	FBA Mtb inh	Mtb UGM inh	Rv3671c inh	Vc quorum ag	Mtb BioA inh	MazF activator	DUSP3 inh
O=C(Nc1ccc2c(c1)OCO2)c1cnccn1	5	5	-8	2	3.0	-7	-0.4	·	6	0
CCCOc1ccc(C(=O)NC(C)C(=O)O)cc1 (centres undefined)	4	4	-7	-2	4.7	-2	i	·	11	-12
OC(CNCc1ccc(Cl)cc1)C(F)(F)F (centres undefined)	1	5	-14	8	-1.1	-3	-0.3	·	-10	32
CCNC(=O)c1c(NC(C)=O)sc2c1CCCC2	-3	-6	7	6	1.5	9	0.7	·	-3	7
